NPY-Y1 antag: NPY-Y1 receptor antagonists, primary screen, cell-based; Neuropeptide Y receptor type 1 (Homo sapiens), P25929; HEK293-CNG Y1 cells, membrane potential fluorescence; NPY at EC95, then isoproterenol; inhibition, % at 3.6 µM; 200,000 tested, 1% active;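 active = inhibition above the campaign mean inhibition of all tested compounds plus 3 SD, cut at about 20% in these data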;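 note: 0% = DMSO wells given NPY plus isoproterenol and 100% = isoproterenol alone without NPY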
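Test system: HEK293 cells co-expressing NPY Y1 receptor and cyclic-nucleotide gated channel; Also added: NPY (25 nM), isoproterenol (1 µM), Ro 20-1724 (25 µM); Compound dosing: one concentration, 3.6 µM, in 0.4% DMSO; Timing: dye 3 h, compound 60 min room temperature, stimulation 45 min; Technique: Membrane-potential fluorescent dye readout.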
NPY1 pot ag: NPY-Y1 receptor potentiators or agonists, primary screen, cell-based; Neuropeptide Y receptor type 1 (Homo sapiens), P25929; NPY-Y1 expressing cells, potentiator/agonist activation; activation, % at 3.6 µM; 220,000 tested, 0.37% active; AID 1304, 2008; in the data active = activation above about 33%, passing the limit was not always enough;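 note: cells stimulated with NPY at EC10 then isoproterenol at EC100; 0% = low agonist plus stimulus and 100% = saturating agonist plus stimulus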
S1P4 antagonist: S1P4 receptor antagonists, primary screen, cell-based. S1P4-expressing cells, antagonist mode, reporter read-out. inhibition, % at 4.98 µM. 220,000 tested, 0.26% active; in the data active = inhibition above about 29%;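 note: 0% = wells stimulated with agonist and 100% = vehicle wells without agonist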
Target sequence (O95977 whole entry, looked up): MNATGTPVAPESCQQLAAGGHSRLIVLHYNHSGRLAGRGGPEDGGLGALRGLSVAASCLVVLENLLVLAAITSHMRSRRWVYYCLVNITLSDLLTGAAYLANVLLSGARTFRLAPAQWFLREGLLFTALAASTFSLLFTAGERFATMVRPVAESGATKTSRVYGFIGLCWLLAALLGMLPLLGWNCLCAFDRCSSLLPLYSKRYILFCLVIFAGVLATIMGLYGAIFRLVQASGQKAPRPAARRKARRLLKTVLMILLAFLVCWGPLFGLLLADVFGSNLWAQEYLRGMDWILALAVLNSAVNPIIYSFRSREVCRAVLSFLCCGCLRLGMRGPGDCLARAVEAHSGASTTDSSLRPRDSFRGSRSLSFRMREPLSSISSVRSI
NPY2 pot ag: NPY-Y2 potentiators or agonists, primary screen, cell-based. Neuropeptide Y receptor type 2 (Homo sapiens), P49146. 220,000 tested, 0.45% active. cells expressing NPY-Y2, potentiator/agonist read-out. activation, % at 3.6 µM; in the data active = activation above about 27%;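 note: cells stimulated with NPY near EC25 plus isoproterenol at EC100; 0% = vehicle plus submaximal agonist and 100% = vehicle plus saturating agonist; some results beyond the cut were filed as inactive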
CHOP inhibitor: inhibitors of CHOP promoter induction, primary screen, cell-based, unfolded protein response, luciferase reporter; CHO-K1 CHOP-promoter luciferase, tunicamycin-induced, 15-18 h; inhibition, % at 10 µM; 220,000 tested, 3.8% active;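 active = compounds that reduced the stress-induced luciferase reporter signal by more than about 70% of percent inhibition, limit read from the data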;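 note: 0% = tunicamycin plus vehicle and 100% = wells without tunicamycin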
BaF3 tox: parental Ba/F3 cell viability inhibition, counter-screen for JAK2V617F inhibitor project, murine pro-B, CellTiter-Glo luminescence | inhibition, % at 5.6 µM | CellTiter-Glo ATP luminescence | 220,000 tested, 1.1% active | AID 1486, 2009;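 active = inhibition above a per-campaign cutoff, the mean inhibition of all tested compounds plus 3 SD, cut at about 27% in these data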;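 note: 0% = DMSO wells and 100% = JAK Inhibitor I control wells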
S1P4 ag: S1P4 receptor agonists, primary screen, cell-based; S1P4-expressing cell line, agonist reporter assay; 220,000 tested, 0.35% active; activation, % at 4.98 µM; Sphingosine 1-phosphate receptor 4 (Homo sapiens), O95977; in the data active = activation above about 11%;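 note: 0% = DMSO vehicle and 100% = reference agonist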
p47phox inh: p47phox/p22phox peptide binding inhibitors, primary screen, biochemical, uHTS, NADPH oxidase regulatory subunit; 220,000 tested, 0.53% active; AID 1274, 2008; fluorescence polarization, 2 h; inhibition, % at 24.7 µM;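 active = inhibition above about 30%, limit read from the data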;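 note: 0% = p47phox with labelled peptide and 100% = labelled peptide alone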
Target sequence (P14598 whole entry, looked up): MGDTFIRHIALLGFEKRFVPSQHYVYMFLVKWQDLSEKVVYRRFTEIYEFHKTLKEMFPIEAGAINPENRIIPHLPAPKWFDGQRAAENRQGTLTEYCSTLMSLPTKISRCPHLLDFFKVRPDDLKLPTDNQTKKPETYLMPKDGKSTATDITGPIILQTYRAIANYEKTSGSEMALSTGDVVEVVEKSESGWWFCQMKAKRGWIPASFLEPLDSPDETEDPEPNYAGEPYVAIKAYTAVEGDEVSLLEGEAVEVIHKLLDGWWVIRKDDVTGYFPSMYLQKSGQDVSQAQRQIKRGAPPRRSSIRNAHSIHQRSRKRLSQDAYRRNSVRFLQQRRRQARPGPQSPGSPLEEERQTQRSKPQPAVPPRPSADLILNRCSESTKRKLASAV
Ba/F3 V617F tox: reduced viability of JAK2V617F-dependent Ba/F3 cells, primary screen, JAK2V617F inhibitor project, cell-based, Ba/F3 EpoR-JAK2V617F, luminescence; ATP luminescence; inhibition, % at 5.6 µM; 220,000 tested, 1.1% active;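 active = inhibition above the campaign mean plus 3 SD over all tested compounds, cut at about 24% in these data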;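 note: cytokine-independent growth of Ba/F3 cells driven by EpoR plus mutant JAK2; 0% = DMSO-treated cells and 100% = JAK inhibitor I control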
Starred values were filed as active, the others as inactive; / = no result given. The order is random; overall some 7.1% were active at least once.

SMILES	NPY-Y1 antag	NPY1 pot ag	S1P4 antagonist	NPY2 pot ag	CHOP inhibitor	BaF3 tox	S1P4 ag	p47phox inh	Ba/F3 V617F tox
O=S(=O)(Cc1ccccc1)N1CCc2ccccc2C1	6	-19	4	-10	-6	4	-3.0	-8	-3
CCN1CCN(C(c2ccccc2)c2nnnn2CCc2ccc(OC)c(OC)c2)CC1 (stereo not given)	5	2	-12	5	32	4	0.3	-22	0
CCCOc1ccc(/C=C2\SC(=S)N(CC3CCCO3)C2=O)cc1 (stereo not given)	14	-3	-2	2	15	8	-0.1	-18	2
CCOc1ccc(/C(=N\O)C(C)NO)cc1 (stereo not given)	4	-1	-13	-12	104*	3	1.1	-16	0
O=C(Nc1ccccc1N1CCOCC1)c1cccc([N+](=O)[O-])c1	-3	24	-14	4	20	3	-0.3	-4	-3
CCCn1c(/N=C/c2ccc3c(c2)OCO3)nc2ccccc21	4	-19	-14	-6	16	3	3.3	-6	-1
CCOC(=O)c1sc(=S)n(-c2ccc(C)cc2)c1N	0	10	-2	12	2	6	0.0	-9	3
C=CCNC(=O)/C(C#N)=C/c1ccccc1OCc1ccc(C(=O)OC)cc1	1	-13	-1	1	-25	5	0.7	-11	0
C=CCN1CC(C)/C(=N\O)CC1C (stereo not given)	/	15	10	9	-24	-4	-1.0	-1	-1
CCNC(=O)COC(=O)/C=C/c1cccc([N+](=O)[O-])c1	10	-18	-9	3	12	2	-0.4	-10	3
CCc1ccc(C(=O)NCc2cccs2)s1	-1	-6	-15	2	-12	6	2.5	-19	1
CCC(=O)Nc1ccc(/C=C(\C(C)=O)C(=O)c2ccccc2)cc1	/	8	1	1	-4	-4	-0.3	-15	-4
Cc1c(Cl)cccc1NC(=S)N(Cc1cccs1)C1CCCC1	2	-26	-2	5	0	6	0.1	-3	0
c1ccc(Cn2c(-c3ccccc3)c[n+]3c2SCCC3)cc1	/	2	-1	-16	1	63*	2.1	-10	73*
CC1CN(CC(=O)c2c(N)n(Cc3ccccc3)c(=O)n(C)c2=O)CC(C)O1 (stereo not given)	-3	-21	0	2	21	4	0.7	-4	0
C=CCC(C#Cc1ccccc1)[N+](C)(C)CC=C (stereo not given)	1	-4	-9	6	3	50*	0.7	-12	41*
CCN(CC)CCN1C(=O)C(=O)/C(=C(/O)c2c(C)[nH]c(C(=O)OC)c2C)C1c1cccs1 (stereo not given)	-2	-7	-7	3	24	3	1.5	-8	2
Cc1nn(C(C)C)c(C)c1CN1CCCC(C(=O)c2cccc(OC(C)C)c2)C1 (stereo not given)	-1	3	-18	13	-3	-2	0.6	-4	-4
CCCCNS(=O)(=O)c1ccc2nc(-c3cccs3)cc(C(=O)NCC(OC)OC)c2c1	-7	-20	12	-9	16	4	0.6	-15	1
O=C(NNC(=O)c1cnccc1C(F)(F)F)c1cccc(Cl)c1	/	-16	3	-2	-6	5	1.8	6	-1
CC(=O)NC(CCS(C)(=O)=O)C(=O)Nc1cc(C)ccc1C (stereo not given)	1	-13	-10	-14	69	6	0.7	-7	1
O=C1C2CC=CCC2C(=O)N1n1cnnc1 (stereo not given)	0	-16	5	-3	-8	7	-0.3	-8	2
COC(=O)c1cccc(NS(C)(=O)=O)c1	/	9	14	19	27	-2	-0.7	-4	-5
Cc1cccn2c1nc(=S)n2C(=O)c1ccco1	8	-10	9	-5	-34	4	3.8	4	0
COc1ccc(CC(=S)N2CCOCC2)cc1	1	-2	-8	-6	-18	3	-1.8	6	0

Structures listed so far with four or more nitrogen atoms, in the order listed:
SMILES	NPY-Y1 antag	NPY1 pot ag	S1P4 antagonist	NPY2 pot ag	CHOP inhibitor	BaF3 tox	S1P4 ag	p47phox inh	Ba/F3 V617F tox
CCN1CCN(C(c2ccccc2)c2nnnn2CCc2ccc(OC)c(OC)c2)CC1 (stereo not given)	5	2	-12	5	32	4	0.3	-22	0
CC1CN(CC(=O)c2c(N)n(Cc3ccccc3)c(=O)n(C)c2=O)CC(C)O1 (stereo not given)	-3	-21	0	2	21	4	0.7	-4	0
O=C1C2CC=CCC2C(=O)N1n1cnnc1 (stereo not given)	0	-16	5	-3	-8	7	-0.3	-8	2

The main list resumes, starting 3 compounds before the break.
SMILES	NPY-Y1 antag	NPY1 pot ag	S1P4 antagonist	NPY2 pot ag	CHOP inhibitor	BaF3 tox	S1P4 ag	p47phox inh	Ba/F3 V617F tox
COC(=O)c1cccc(NS(C)(=O)=O)c1	/	9	14	19	27	-2	-0.7	-4	-5
Cc1cccn2c1nc(=S)n2C(=O)c1ccco1	8	-10	9	-5	-34	4	3.8	4	0
COc1ccc(CC(=S)N2CCOCC2)cc1	1	-2	-8	-6	-18	3	-1.8	6	0
CCOC(=O)CNC(=O)CSc1nc(N)cc(N)n1	5	-7	3	-11	17	0	-1.2	-6	0
COc1ccc(-c2[nH]ncc2-c2cscn2)c(O)c1	1	17	2	-4	3	7	-0.3	-2	1
O=C(Nc1ccc2c(c1)CCC2)C1CCCN(c2ncccn2)C1 (stereo not given)	1	-10	8	-6	-32	2	2.4	-4	0
CCCNC(=O)C(Sc1ccccc1)c1ccccc1 (stereo not given)	2	-12	-11	-2	11	8	-1.1	1	-1
CC(=O)c1ccccc1NS(=O)(=O)c1c(C)nn(-c2ccccc2)c1C	2	-37	-7	-11	26	5	-0.5	-14	5
O=[N+]([O-])c1cc(Cl)ccc1N1CCN(c2ccccc2O)CC1	-2	9	3	14	3	5	-0.1	-3	1
Cc1cc(=O)n2[nH]nnc2n1	/	12	11	9	-1	-5	1.2	-6	2
CC(C)(O)C(=O)NN(C(=O)c1ccccc1)c1ccc2ccccc2c1	5	14	-6	-3	-18	6	-0.1	-6	-2
O=C1SC(SC(=Nc2ccccc2)Nc2ccccc2)C(=O)N1c1ccccc1 (stereo not given)	3	-14	10	-13	34	9	0.3	1	4
CN(c1ccc([N+](=O)[O-])cc1C(N)=O)C1CCCCC1	-1	9	-14	3	1	4	2.7	0	0
COc1ccc([C@@H]2C[C@H]3CN(Cc4ccccc4OC)C(=O)[C@]34CCCN24)cc1C	12	15	-2	-5	20	9	-0.1	-28	2
Cc1sc(-n2cccc2)c(C(=O)O)c1C	3	-7	-12	3	6	9	1.3	-18	-5
O=c1[nH]c(NCc2ccccc2)nc2c1CCCC2	4	0	3	-12	28	6	-1.1	-6	0
COc1cc(/C=C(\NC(=O)c2ccccc2)C(=O)N2CC3CC(C2)c2cccc(=O)n2C3)cc(OC)c1OC (stereo not given)	/	4	1	6	29	-1	0.0	-4	1
O=C(COC(=O)c1cccnc1Cl)Nc1ncc(Cl)cc1Cl	5	8	-10	4	-4	2	1.2	1	-3
O=C(NC(=S)Nc1ccccc1N1CCCCC1)c1ccc(-c2cccc([N+](=O)[O-])c2)o1	-4	6	-1	0	21	6	2.1	-11	0
O=C(CCC(=O)c1cccs1)NCc1ccccc1	-3	-16	2	3	-33	7	0.2	0	1
CCOC(=O)c1cnn2c(C)cc(-c3ccc(F)cc3)nc12	4	-42	-11	-16	27	9	-1.0	-7	4
CN(CC(=O)NC1CC1)S(=O)(=O)c1ccc(F)cc1	-6	0	-12	-13	30	9	3.0	-27	1
COc1ccc(C(C#N)Nc2ccccc2)cc1 (stereo not given)	1	11	-9	8	9	2	-0.5	-5	-4
C=CCN1C(=O)C(Cc2ccc(OC)cc2)S/C1=N/N=C/c1ccco1 (stereo not given)	5	-2	7	-6	-13	8	0.1	-7	1
CCN(Cc1cc2ccccc2[nH]c1=O)C(=O)c1cccnc1	-3	6	-3	6	22	-2	1.4	-41	-1
CCOC(=O)CN1NC2(CCCCCC2)NC1=S	/	2	7	-14	-9	5	-0.8	-15	-4
O=C(O)CN1C(=O)c2ccc(Oc3ccc4c(c3)C(=O)N(CC(=O)O)C4=O)cc2C1=O	/	4	-8	-11	-17	-1	0.4	-3	0
CCN(CC)C(=O)c1c(C)[nH]c(=S)c(C#N)c1-c1ccco1	-3	-3	-7	-18	-7	10	-1.7	-6	3
Following part
SMILES	NPY-Y1 antag	NPY1 pot ag	S1P4 antagonist	NPY2 pot ag	CHOP inhibitor	BaF3 tox	S1P4 ag	p47phox inh	Ba/F3 V617F tox
O=C(NNC(=S)NC(=O)c1sc2ccccc2c1Cl)c1ccc(Cl)cc1	-2	16	-5	4	44	3	0.7	1	-4
Cc1cccc(-c2ccc(C=Nc3c(C)n(C)n(-c4ccccc4)c3=O)o2)c1	5	-10	0	-22	19	2	-1.4	-15	-5
CC(C)C(=O)Nc1ccccc1Cc1ccccc1	6	-9	3	-3	11	7	-0.1	-8	0
COC(=O)c1ccc(-c2noc(CN(Cc3ccccn3)CC3CCCO3)n2)cc1 (stereo not given)	6	-16	0	-16	-13	5	-1.5	-6	4
COCCn1c(SCC(=O)N2CCCC2)nnc1-c1ccoc1C	-1	13	-4	2	-9	2	0.7	-4	2
O=C(O)C(Cc1c[nH]c2ccccc12)NS(=O)(=O)c1ccccc1 (stereo not given)	6	-18	-1	-9	-19	3	0.2	-3	0
Cc1cc(-c2ccccc2N)n[nH]1	-1	-12	-1	17	1	4	0.2	-10	-1
Cc1c(NC2(C#N)CCCC2)c(=O)n(-c2ccccc2)n1C	3	18	-9	19	35	1	-1.0	-7	0
COC(=O)c1cnc(SCc2ccc(Cl)cc2)n1C	2	-1	-13	-6	75*	4	0.3	-4	-1
O=C(CCN1C(=O)c2ccccc2C1=O)Nc1cccnc1	5	-44	1	-7	14	2	2.5	-12	-2
COc1ccc(C(C(=O)Nc2ccc(C(C)C)cc2)N(C)C(=O)CNC(C)=O)cc1 (stereo not given)	12	-1	-1	17	17	6	-3.2	-5	-4
CC(NC(=O)c1ccc(CS(=O)(=O)c2ccc(Cl)cc2)o1)c1ccc2c(c1)OCCO2 (stereo not given)	9	-21	10	5	33	5	0.8	-7	0
Cc1cc2c3c(c1C)C1(C(=O)N3C(C)(C)CC2C)C(C#N)=C(N)OC2=C1C(=O)CC(C)(C)C2 (stereo not given)	5	0	2	-17	7	2	1.8	-17	2
Cc1ccccc1NC(=O)c1cn(-c2ccccc2)nc1-c1ccccc1	3	-23	0	7	54	11	2.4	-11	2
O=C(OCC#CCSc1nc2ccccc2s1)c1ccco1	3	-7	-17	4	29	2	1.3	-13	1
O=C(Nc1nc2c(s1)COc1ccccc1-2)c1cccs1	-3	2	-8	-11	52	8	-3.7	-15	-3
O=C(/C=C/c1ccc(-c2ccccc2[N+](=O)[O-])o1)c1ccc(Br)cc1	7	5	4	-5	15	2	0.2	-14	0
COc1cccc(-n2c(=O)[nH]cc(C(=O)Nc3ccc(NC(C)=O)cc3)c2=O)c1	-2	-20	-12	-19	-10	2	-1.6	-1	-4
Cc1ccc(SCc2cc(=O)[nH]c(N3CCOCC3)n2)cc1	1	8	-31	13	-2	-1	1.2	-11	-3
Cc1cccc(N(C(=O)C(F)(F)F)C(C(=O)NC2CCCCC2)c2cccs2)c1 (stereo not given)	7	-5	-20	0	39	3	-1.5	7	-3
Cc1nn(-c2ccccc2)c2[nH]c(=O)c(CNCCN3CCOCC3)cc12	-2	20	-20	13	-12	3	0.6	-8	-1

Bioassay records as filed in PubChem BioAssay.
